Sm TGR inh: S. mansoni TGR enzyme inhibition; Q962Y6; purified TGR, DTNB reduction, TNB absorbance 405 nm; Potency, µM (top dose mostly 114 µM), inactives show top-dose activity change, negative = inhibition, hits mostly inhibitors; 3% of 360,000 active; note: nearly all actives have a fitted effect of over 60% in size
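First, TGR (20 nM dispensed) and NADPH were mixed with compound. Second, a 15 min room-temperature incubation followed. Third, further NADPH and then DTNB were added to start the reaction. Finally, TNB absorbance was monitored kinetically.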
LmPK inhibitor: LmPK (Leishmania mexicana) enzyme inhibition. 0.37% of 290,000 active. purified LmPK, Kinase-Glo ATP luminescence, 1 h. Potency, µM (series often up to 57.5 µM), for inactives: top-dose activity change, negative = inhibition, hits mostly inhibitors
Target sequence (Q27686 whole entry, looked up): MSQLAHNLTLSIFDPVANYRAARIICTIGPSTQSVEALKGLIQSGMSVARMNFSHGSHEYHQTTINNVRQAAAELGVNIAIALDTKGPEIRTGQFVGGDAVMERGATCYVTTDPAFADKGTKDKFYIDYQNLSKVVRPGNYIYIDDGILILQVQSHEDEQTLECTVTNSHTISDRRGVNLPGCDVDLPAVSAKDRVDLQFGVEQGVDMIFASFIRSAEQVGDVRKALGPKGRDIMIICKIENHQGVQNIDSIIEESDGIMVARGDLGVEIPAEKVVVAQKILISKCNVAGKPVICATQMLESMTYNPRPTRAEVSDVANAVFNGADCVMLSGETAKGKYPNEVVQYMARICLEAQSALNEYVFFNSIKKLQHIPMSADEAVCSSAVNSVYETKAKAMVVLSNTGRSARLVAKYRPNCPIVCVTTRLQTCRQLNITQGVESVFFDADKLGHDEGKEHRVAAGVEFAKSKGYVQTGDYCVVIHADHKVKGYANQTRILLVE
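ATP generated from ADP (0.1 mM) and PEP (0.5 mM) by 0.1 nM LmPK over 1 h at room temperature (pH 7.2 imidazole buffer) was detected by coupled luciferase luminescence. Values were normalized to uninhibited and no-enzyme wells.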
Pf growth 96h: P. falciparum growth inhibition at 96 hours; P. falciparum luciferase reporter growth, 96 h; Potency, µM (series often up to 28.7 µM), without a hit: at the highest dose activity change, negative = inhibition, most hits filed as inhibitors; 6.9% of 320,000 active
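Readout is luminescence from an integrated firefly luciferase in P. falciparum. Red cells, 2% hematocrit and 0.05% parasitemia final, were cultured with compound through two parasite generations (96 hours) at 37 C, 5% CO2.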
HCV inh: blocks hepatitis C virus; AID 651820; 3.4% of 340,000 active; Huh7.5.1 HCVcc-Cre infection, luciferase reporter, 44 h; Potency, µM (top dose mostly 41.8 µM), for inactives: at the top dose activity change, negative = inhibition, usual class: inhibitors
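Cells (1,000/well) were plated 4 h before compound, then infected with HCVcc-Cre virus (~0.5 moi). After 44 h further culture, infection was read as luciferase luminescence following a 15 min substrate incubation at room temperature.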
Pf growth 48h: inhibits P. falciparum growth in the first generation, 48 h. 5.9% of 310,000 active. P. falciparum luciferase growth in erythrocytes, 48 h. Potency, µM (titrated, usually from 28.7 µM), without a hit: at the top dose activity change, negative = inhibition, hits mostly inhibitors
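Growth was read as firefly luciferase luminescence after a 48 h, 37 C, 5% CO2 exposure of compounds to reporter-bearing P. falciparum cultures (0.1% parasitemia, 2% hematocrit final) in Albumax-supplemented RPMI 1640.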
Tb PYK inh: blocks Trypanosoma brucei pyruvate kinase | TbPYK enzyme, Kinase-Glo Plus ATP luminescence, 45 min | Potency, µM (highest dose often 76.8 µM), without a hit: top-dose activity, negative = inhibition, hits mostly inhibitors | 0.12% of 410,000 active | AID 624173; note: nearly all actives have a fitted effect of over 50% in size
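TbPYK + substrate in 50 mM TEA pH 7.2, 100 mM KCl, 10 mM MgCl2, 0.05% BSA, 0.01% Tween-20; cpd pinned; ADP 130 uM final; 45 min RT; Kinase-Glo Plus 10 min; luminescence endpoint.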
Starred values were filed as active, the others as inactive; ? = inconclusive; / = not tested or not shown; & = joins results of further samples; [ ] = another dose, or the depositor's remark. Calls come from the whole dose curve; as a rule, active = well fitted curve in the direction sought with a large enough effect; inconclusive = small, poorly fitted or top-dose-only effect, or another doubt; inactive = no such curve, though single readings can be large; an effect the other way counts as inactive or inconclusive. % is set by controls: 0 for no effect and ±100 for the full control effect; potency is the fitted concentration of half-maximal effect.

SMILES	Sm TGR inh	LmPK inhibitor	Pf growth 96h	HCV inh	Pf growth 48h	Tb PYK inh
CC(=O)c1ccc(N2CCN(C(=S)Nc3ccccc3C(F)(F)F)CC2)cc1	-11.8%	3.8%	?	?	?	-5.9%
COc1ccc(CCC(=O)Nc2nc3ccccc3[nH]2)cc1	-4.6%	2.0%	130.4%[activator]	11.7%	/	0.5%
CCOC(=O)c1ccc(-n2[nH]c(-c3ccccc3)cc2=O)cc1	2.4%	-5.2%	?	14.1µM*	?	13.4%
CCC(C)NC(=O)c1ccc(CSCc2ccccc2Cl)o1 (centres undefined)	-8.2%	5.5%	18.3%	?	7.38µM*	-11.4%
CCN(CC(=O)Nc1c(F)cccc1F)C(=O)C1(c2ccccc2)CC1	-12.9%	-5.9%	24.0%	20.4%	-0.6%	-4.6%
CCOC(=O)/C(=C/C1=CC(=C/N(C)C)/C(=O)O1)C(C)=O	?	9.1%	31.3%	-1.2%	55.9%[activator]	-9.8%
COc1ccc(-c2nn(-c3ccccc3)cc2C(=O)NCC2CCCO2)cc1 (centres undefined)	2.3%	0.5%	?	-19.0%	-9.6%	-5.8%
O=C1C2C(C(=O)N1c1ccccc1)N1CCCN1C2c1ccccc1 (centres undefined)	-0.6%	2.0%	?	8.6%	1.2%	1.8%
Cc1cc(=O)oc2cc(OC(=O)C3CCN(C(=O)c4ccc(F)cc4)CC3)ccc12	-13.9%	/	-2.3%	0.0%	-8.3%	-10.0%
O=C(CNC(=O)c1ccccc1)N/N=C/c1ccc([N+](=O)[O-])s1	?	0.4%	4.15µM*	?	?	2.8%
O=C(NN=C1CCCCCCC1)c1ccc2ccccc2n1	-1.5%	3.2%	?	-3.1%	0.0%	-5.8%
Cc1ccc(-c2csc(N3CCN(c4cc5c(cc4Cl)nc(-c4ccncc4)n5CCOCCO)CC3)n2)cc1	-7.2%	-3.3%	5.86µM*	11.2%	?	-3.0%
CC1CN(S(=O)(=O)c2cccc(C(=O)OCC(=O)NCc3ccccc3)c2)CC(C)O1 (centres undefined)	-5.7%	/	?	17.6%	?	0.0%
CCCCNC(=O)N(O)C1N(/N=C/c2ccccc2F)C(=S)SC1(C)C (centres undefined)	-18.8%	6.3%	?	?	-1.5%[0.00184 µM]	-3.9%
NC(=O)c1ccsc1NC(=O)CSc1nnc(C2CC2)n1Cc1ccccc1	3.4%	-1.9%	-8.5%	-3.6%	-10.2%	-2.4%
O=C(CNS(=O)(=O)c1ccc(Br)s1)NCCc1ccc(Cl)cc1	-7.8%	1.9%	0.1%	-3.3%	-4.4%	-14.8%
COc1cc(Cl)c(C)cc1NCC(=O)Nc1cccc(S(=O)(=O)N2CCCC2)c1	-26.1%	/	?	?	?	0.8%
CCCS(=O)(=O)c1c(S(=O)(=O)CCC)c2ccc(C(N)=O)cn2c1C(=O)c1ccccc1	1.3%	-6.9%	6.0%	-2.7%	-28.9%	2.2%
COc1cccc(C2=NOC(C(=O)Nc3cccnc3Cl)C2)c1OC (centres undefined)	11.0%	3.4%[11.5 µM]	59.2%[activator]	2.6%	0.3%	-1.4%
N#Cc1c(-c2ccccc2Cl)cc(-c2ccccc2)[nH]c1=S	/	-0.4%	8.5%	/	22.1%	/
O=c1[nH]c(C2CCCN(S(=O)(=O)c3cccc(Cl)c3)C2)nc2c1nnn2Cc1ccc2c(c1)OCCO2 (centres undefined)	-6.1%	2.8%	16.0%	14.5%	?	-0.8%
Nc1[nH]c(=O)ncc1F	6.6%&8.5%	-3.3%&2.2%	4.5%	8.3%[8.37 µM]	-2.3%	-7.0%
Cn1cc(P(=S)(N2CCOCC2)N2CCOCC2)cc1P(=O)(N1CCOCC1)N1CCOCC1	5.0%	11.3%	9.0%	1.5%	0.0%	-17.4%
CCN(CC)CCCN1C(=O)C(=O)/C(=C(/O)c2ccc(OC)c(Cl)c2)C1c1ccco1 (centres undefined)	?	2.9%	?	/	33.2%[activator]	/
CC(=O)c1ccc(OCC(O)CN2CCN(c3ccc(F)cc3)CC2)cc1 (centres undefined)	-13.6%	0.7%	-39.2%	-3.9%	/	2.4%
O=c1oc2ccccc2c(NCc2cccc(F)c2)c1[N+](=O)[O-]	-1.9%	2.5%	-22.2%	12.8%	?	-0.4%
Cc1onc(-c2ccccc2Cl)c1C(=O)Nc1cccc2cccnc12	-20.4%	0.3%	?	7.08µM*	9.28µM*	2.6%
O=C(NC(=S)Nc1nc2ccc(F)cc2s1)c1ccco1	-23.7%	8.9%[11.5 µM]	?	7.1%	118.5%[activator]	4.3%
CCN(C(=S)Nc1ccc(OC(F)F)cc1)C1CCCCC1	5.5%	2.9%	-8.4%	?	7.0%	-3.6%
NC(=O)CC(NC(=O)Cc1cccc2ccccc12)c1ccc(NCc2ccc(F)c(F)c2)c([N+](=O)[O-])c1 (centres undefined)	15.4%	-1.4%	-10.1%	?	?	0.0%
Cc1ccnc(NC(=O)c2cccc(NC(=O)CC3SC(N4CCCCC4)=NC3=O)c2)c1 (centres undefined)	0.6%	/	8.28µM*	-6.8%	?	0.6%
O=C(Nc1ccccc1C(=O)NC(Cc1ccccc1)C(=O)O)c1ccccc1 (centres undefined)	/	4.3%	?	5.3%	?	-1.0%
CCOC(=O)c1cnc2ccc(OCC)cc2c1NCc1ccccc1	-17.3%	3.7%	?	10µM*	11.7µM*	7.2%
CCOC(=O)CSc1cc(C)nc(NC(C)=O)n1	7.4%	-0.7%	/	9.4%	5.6%	-12.5%
CCN(CC(=O)Nc1ccccc1C(F)(F)F)C(=O)Cc1ccccc1	1.8%	-3.9%	18.6%	24.0%	9.5%	1.7%
Cc1ccc(-c2ccc(=O)n(CC(=O)NCc3ccco3)n2)cc1	-8.8%	-1.9%	30.8%[activator]	-25.7%	4.3%	-0.8%

Full records, looked up by structure. Values in the order: Sm TGR inh | LmPK inhibitor | Pf growth 96h | HCV inh | Pf growth 48h | Tb PYK inh
NC(=O)c1ccsc1NC(=O)CSc1nnc(C2CC2)n1Cc1ccccc1 in the list: 3.4% | -1.9% | -8.5% | -3.6% | -10.2% | -2.4%
O=C(CNC(=O)c1ccccc1)N/N=C/c1ccc([N+](=O)[O-])s1 in the list: ? | 0.4% | 4.15µM* | ? | ? | 2.8%
Cc1cc(=O)oc2cc(OC(=O)C3CCN(C(=O)c4ccc(F)cc4)CC3)ccc12 in the list: -13.9% | / | -2.3% | 0.0% | -8.3% | -10.0%
Cc1ccc(-c2csc(N3CCN(c4cc5c(cc4Cl)nc(-c4ccncc4)n5CCOCCO)CC3)n2)cc1 in the list: -7.2% | -3.3% | 5.86µM* | 11.2% | ? | -3.0%
N#Cc1c(-c2ccccc2Cl)cc(-c2ccccc2)[nH]c1=S in the list: / | -0.4% | 8.5% | / | 22.1% | /

Additional structures
SMILES	Sm TGR inh	LmPK inhibitor	Pf growth 96h	HCV inh	Pf growth 48h	Tb PYK inh
O=C(Nc1nnc(SCC(=O)N2CCCCC2)s1)c1ccc(F)cc1F	-0.8%	-0.4%	7.9%	-2.5%	25.1%	-2.1%
COc1cccc(NC(=O)Nc2nnc(Cc3ccccc3)s2)c1	-31.8%	0.0%	?	?	-7.1%	1.7%
Nc1c(N(C(=O)Nc2ccc(Cl)c(Cl)c2)C2CCCC2)c(=O)[nH]c(=O)n1Cc1ccccc1	1.9%	4.0%	/	11.2µM*	-23.4%	-8.7%
NC(=O)C1CCN(C(=O)/C=C/c2ccccc2[N+](=O)[O-])CC1	0.3%	4.8%	42.1%[activator]	18.7%	12.5%	-0.6%
CC1CC(=O)Nc2ccccc2N1C(=O)Nc1ccccc1 (centres undefined)	7.2%	2.2%	10.7%	9.0%	40.3%[activator]	-4.4%
O=C(O)c1ccc(C=C(c2nc3ccccc3s2)c2nc3ccccc3s2)cc1	-18.8%	12.6%	-3.6%	5.3%	14.0%	2.1%
COc1ccc(-c2nn(-c3ccccc3)cc2/C=N/NC(=O)c2ccc(Br)o2)cc1	0.4%	4.0%	?	?	?	-3.7%
O=C(Cc1cccc2ccccc12)Nc1c(F)cccc1F	1.2%	-2.7%	37.2%[activator]	4.8%	21.9%	1.9%
CC(=O)Nc1ccccc1NC(=O)c1ccc(C)cc1C	10.3%	-4.7%	?	0.9%	3.1%	-0.7%
COC(=O)CCCC(=O)N1CCCC(C(=O)c2ccc(OC)cc2C)C1 (centres undefined)	0.0%	11.6%	14.7µM*	2.5%	4.1%	-0.1%
CC(=O)Oc1ccc2nc(-c3cccs3)oc(=O)c2c1	1.8%	-8.4%	101.1%[activator]	23.7%	0.0%	-4.6%
Cc1ccc(S(=O)(=O)N2c3ccccc3CC2C)cc1 (centres undefined)	34.9%	-0.4%	7.1%	-29.2%	-14.7%	-8.1%

7 of these compounds in another layout.
structure | Sm TGR inh | LmPK inhibitor | Pf growth 96h | HCV inh | Pf growth 48h | Tb PYK inh
Nc1c(N(C(=O)Nc2ccc(Cl)c(Cl)c2)C2CCCC2)c(=O)[nH]c(=O)n1Cc1ccccc1 | 1.9% | 4.0% | / | 11.2µM* | -23.4% | -8.7%
NC(=O)C1CCN(C(=O)/C=C/c2ccccc2[N+](=O)[O-])CC1 | 0.3% | 4.8% | 42.1%[activator] | 18.7% | 12.5% | -0.6%
CC1CC(=O)Nc2ccccc2N1C(=O)Nc1ccccc1 (centres undefined) | 7.2% | 2.2% | 10.7% | 9.0% | 40.3%[activator] | -4.4%
O=C(O)c1ccc(C=C(c2nc3ccccc3s2)c2nc3ccccc3s2)cc1 | -18.8% | 12.6% | -3.6% | 5.3% | 14.0% | 2.1%
COc1ccc(-c2nn(-c3ccccc3)cc2/C=N/NC(=O)c2ccc(Br)o2)cc1 | 0.4% | 4.0% | ? | ? | ? | -3.7%
O=C(Cc1cccc2ccccc12)Nc1c(F)cccc1F | 1.2% | -2.7% | 37.2%[activator] | 4.8% | 21.9% | 1.9%
CC(=O)Nc1ccccc1NC(=O)c1ccc(C)cc1C | 10.3% | -4.7% | ? | 0.9% | 3.1% | -0.7%

Other entries follow.
SMILES	Sm TGR inh	LmPK inhibitor	Pf growth 96h	HCV inh	Pf growth 48h	Tb PYK inh
O=C(Nc1ccc(C(F)(F)F)cc1)c1ccc2nc[nH]c2c1	0.0%	-1.0%	-5.5%	-6.5%	0.1%	-4.2%
O=C(CCNC(=O)N1C[C@H]2C[C@@H](C1)c1cccc(=O)n1C2)Nc1ccc(F)cc1	3.1%	-4.2%	30.9%[activator]	0.5%	-1.6%	-3.6%
COc1ccc(-c2c(-c3ccc(OCC(=O)NN)cc3O)n[nH]c2C(F)(F)F)cc1	-7.3%	0.3%	9.28µM*	-57.0%	9.28µM*	6.5%
COCCCn1c(=O)c2sccc2n2c(CCCC(=O)NCc3ccccc3OC)nnc12	-13.7%	2.5%	?	0.2%	-23.9%	1.4%
N#Cc1cnc(SCCc2ccccc2)nc1N	-10.0%	-8.9%	18.7%	2.24µM*	72.3%[activator]	-8.5%
COCc1c(C(=O)N/N=C/c2c[nH]c3ccccc23)nnn1-c1nonc1N	23.9%	-6.7%	?	-12.4%	10.2%	-8.7%
CCN(CC)S(=O)(=O)c1ccc(N2CCCC2)c(NC(=O)c2ccc(N3CCCC3=O)cc2)c1	3.5%	/	11.7µM*	?	13.1µM*	2.3%
Cc1ccc(NC(=O)C2(N(CC(C)C)C(=O)Cn3nnnc3N)CCCCC2)cc1	-4.9%	-3.3%	?	8.1%	2.4%	-5.2%

Compound activity (PubChem)
